# CCR6 antag – antagonists of human CCR6 receptor. P51684. CHO-K1 CCR6 PathHunter beta-arrestin, luminescence, CCL20-stimulated. inhibition, % at 20 µM. hit rate 0.49% among 340,000. AID 493098;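 active means compounds whose inhibition of the agonist-driven luminescence signal at 20 µM reaches about 50%, limit read from the data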;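 further: cells stimulated with CCL20 at 14 nM final; plate controls were DMSO with CCL20 for no effect and DMSO without agonist for full effect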
# MPTP inh – permeability transition pore inhibition. isolated mouse mitochondria, Ca2+ swelling absorbance, 30 min. inhibition, % at 10 µM. hit rate 1.4% among 360,000. AID 602449;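 active means inhibition of 50% or more, scaled per plate between neutral and stimulator controls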;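 further: 0% = DMSO wells given calcium and 100% = 1 mM EGTA wells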
# CXCR6 inh – blocks human CXCR6 beta-arrestin recruitment | O00574 | CHO-K1 PathHunter CXCR6 beta-arrestin, luminescence | inhibition, % at 20 µM | hit rate 0.36% among 360,000; in the data active means inhibition above about 34%, passing the limit was not always enough;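 further: antagonist mode with CXCL16 agonist at 10 nM final; 0% = 10 nM CXCL16 with DMSO and 100% = unstimulated wells without agonist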
# APOBEC3G inh – inhibitors of human APOBEC3G DNA deaminase; hit rate 0.28% among 330,000; Q9HC16; recombinant A3G, ssDNA deamination FAM/TAMRA fluorescence; inhibition, % at 20 µM;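 active means inhibition of at least 40% at 20 µM, with no more than 30% in the related APOBEC3A deaminase screen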;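 further: plate controls were DMSO wells with A3G for no effect and wells lacking A3G enzyme for full effect; some compounds called inactive have numbers as strong as hits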
# Target sequence (Q9HC16 whole entry, looked up): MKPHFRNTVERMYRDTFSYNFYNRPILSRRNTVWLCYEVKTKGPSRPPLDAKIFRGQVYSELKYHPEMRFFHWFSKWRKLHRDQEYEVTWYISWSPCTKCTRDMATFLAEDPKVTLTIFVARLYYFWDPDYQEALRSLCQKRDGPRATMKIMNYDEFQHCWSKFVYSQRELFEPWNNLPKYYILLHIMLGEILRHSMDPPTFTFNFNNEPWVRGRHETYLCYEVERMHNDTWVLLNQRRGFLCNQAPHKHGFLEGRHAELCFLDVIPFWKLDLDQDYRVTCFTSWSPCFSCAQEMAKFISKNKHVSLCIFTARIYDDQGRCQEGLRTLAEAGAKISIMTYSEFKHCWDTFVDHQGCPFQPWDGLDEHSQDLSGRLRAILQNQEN
# EBI2 antag – EBI2 (human) antagonism; inhibition, % at 5 µM; hit rate 0.81% among 360,000; EBI2 beta-arrestin recruitment, luminescence, 7a,25-OHC stimulated; in the data active means inhibition above about 38%;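 further: enzyme fragment complementation signal reports receptor beta-arrestin coupling in cells; 0% = agonist plus DMSO wells and 100% = wells without agonist; some results beyond the cut were filed as inactive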
# Target sequence (P32249 whole entry, looked up, the tested form may be a part): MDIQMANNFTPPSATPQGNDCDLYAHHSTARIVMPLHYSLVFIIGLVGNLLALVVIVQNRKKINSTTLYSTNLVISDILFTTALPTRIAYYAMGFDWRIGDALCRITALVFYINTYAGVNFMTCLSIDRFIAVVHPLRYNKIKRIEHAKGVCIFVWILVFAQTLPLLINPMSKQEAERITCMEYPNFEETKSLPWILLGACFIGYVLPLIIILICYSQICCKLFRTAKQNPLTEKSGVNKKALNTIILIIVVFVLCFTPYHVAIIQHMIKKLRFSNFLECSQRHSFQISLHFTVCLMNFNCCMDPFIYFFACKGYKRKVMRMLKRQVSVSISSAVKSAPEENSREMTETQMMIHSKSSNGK
# NR3A LBD binder – modulates the human NR3A ligand-binding domain. NR3A LBD differential scanning fluorimetry, Tm shift; 0% = protein alone, 100% = glycine-bound protein. Tm shift relative to glycine control, % at 25 µM. hit rate 2.5% among 340,000. AID 1259313;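 active means melting temperature shift of at least 10% of the positive control shift, at one fixed dose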
# A3A deaminase – inhibitors of human APOBEC3A DNA deaminase; AID 493011; recombinant A3A, FAM/TAMRA ssDNA deamination fluorescence; inhibition, % at 20 µM; hit rate 0.41% among 330,000;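 active means at least 40% inhibition at 20 µM here, with at most 30% in a related deaminase screen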;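 further: plate controls were A3A with DMSO for no effect and wells lacking A3A enzyme for full effect; some results filed as inactive read as strong as hits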
# Target sequence (P31941 whole entry, looked up): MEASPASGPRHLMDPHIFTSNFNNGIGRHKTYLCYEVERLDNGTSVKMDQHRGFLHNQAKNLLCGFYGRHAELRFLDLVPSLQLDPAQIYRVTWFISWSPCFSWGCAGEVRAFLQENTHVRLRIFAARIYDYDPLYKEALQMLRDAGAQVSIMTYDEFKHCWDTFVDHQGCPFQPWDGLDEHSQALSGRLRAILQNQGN
# Gli-Sufu block – antagonists of Gli-Sufu signaling. Sufu-KO-LIGHT fibroblasts, Gli luciferase reporter luminescence. inhibition, % at 5 µM. AID 588413. hit rate 0.74% among 340,000;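 active means inhibition above about 55%, limit read from the data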;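 further: 0% = DMSO-treated cells and 100% = wells with medium but no cells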
# * marks the source's active call; other numbers are inactive results; . = not tested or not shown; & = joins results of further samples. Compounds were not picked by outcome; about 5.8% have a hit in one of these screens.
SMILES,CCR6 antag,MPTP inh,CXCR6 inh,APOBEC3G inh,EBI2 antag,NR3A LBD binder,A3A deaminase,Gli-Sufu block
CCOC(=O)N1C2=NC(C(=O)OC)=C(C(=O)OC)[C@@H]3N(C)c4ccccc4[C@]23C[C@H]1C(=O)OC,-2,-1.7,3,-1,0,0,0,7
COc1ccc(-c2[nH]n(-c3ccc([N+](=O)[O-])cc3)c(=O)c2C=NCc2ccncc2)cc1,24,3.2,21,-6,33,-1,-2,9
COc1c([N+](=O)[O-])cc(C(=O)NNC(=O)c2ccc(C)cc2)cc1[N+](=O)[O-],11,1.2,6,-5,0,3,-4,4
Cc1ccc(Cn2c(C)nc3ccc([N+](=O)[O-])cc3c2=O)cc1,-15,-0.1,-3,-1,9,-1,8,14
Cc1cc(NC(=S)N(CCN2CCOCC2)Cc2ccccc2F)ccc1Cl,8,0.3,9,-5,0,-7,3,.
Cc1ccc(S(=O)(=O)NCCN2CCOCC2)c(C)c1C,10,-0.7,2,-3,3,-1,-1,7
OCCN(CCO)CC(O)COc1ccc(C23CC4CC(CC(C4)C2)C3)cc1 (centres undefined),13,-0.9,-7,.,-22,-1,.,18
Cc1c(C(=O)O)sc2ncn(C)c(=O)c12,6,1.5,-9,-2,-10,-2,-2,4
COc1ccccc1N(C(=O)Cn1nnc(-c2ccc(C)o2)n1)C(C(=O)NC1CCCC1)c1ccncc1 (centres undefined),7,0.2,11,-2,5,-1,-3,17
O=C(Nc1cccnc1)c1c(O)c2cccc3c2n(c1=O)CC3,-12,4.6,0,-5,3,0,3,-9
O=C(NC1CCCCC1)c1cc(-c2ccco2)on1,8,0.0,6,-4,9,-2,0,-95
Cc1ccc(S(=O)(=O)NCCC(=O)OCC(=O)N2CCCC2=O)cc1,15,-0.2,5,-4,-4,4,3,2
O=c1c(-c2ccc(O)cc2O)coc2cc(O)cc(O)c12,-7,-0.7,-6,-3,-9,-3,0,5
Cc1c(C(=O)NNc2c(Cl)cccc2Cl)n(C)oc1=O,3,-0.5,4,-6,0,-3,-4,5
CC(C)Cc1nc2sc3c(=O)n(N)cnc3c2c2c1COC(C)(C)C2,2,1.7,-3,-5,11,-2,-1,-3
COc1ccc(OC)c(NC(=O)c2ccc(CSc3nnc(C)s3)cc2)c1,17,-1.1,3,-6,2,1,-3,3
O=C(Nc1ccccc1)C1=C[C@H](C2CCCCC2)C[C@H](OCc2ccc(CO)cc2)O1,7,2.4,1,-9,13,1,2,37
CC(C)(O)C(=O)NNC(=S)NCc1ccco1,0,-0.1,-4,-7,10,-4,0,-5
CCOC(=O)c1c(C)nc2sc(C(=O)Nc3ccccc3)c(N)c2c1-c1ccc(OC)cc1,-3,0.6,10,-6,37,0,-1,6
CCN(CC)Cc1oc(CO)cc(=O)c1O,5,0.3,-3,10,7,2,32,-18
CC1CCCN(C(=O)c2ccc3nc[nH]c3c2)C1 (centres undefined),-10,0.3,-1,-5,-2,3,-1,-1
Cc1ccc(NC(=O)c2ccc(S(=O)(=O)NCc3ccco3)cc2)cc1,6,0.2,2,-8,29,1,-7,-9
NS(=O)(=O)c1ccc(CCNC(=O)COC(=O)C2CCN(c3ccc(C(F)(F)F)cn3)CC2)cc1,12,-1.8,-1,4,-6,0,5,-5
C#CCN1C(=O)S/C(=C\c2cc3c(cc2OC)OCO3)C1=O,28,2.2,-1,-7,7,1,-8,26
O=C(NC1CC1)c1cc2c(s1)CS(=O)(=O)C2,13,-1.1,-8,-2,-8,3,0,-7
Cc1onc(-c2c(Cl)cccc2Cl)c1C(=O)NC(=S)N1CCOCC1,-5,-1.2,0,-1,-4,1,-6,5
COCC(=O)Nc1ccc2nc3n(c(=O)c2c1)CCCCC3,5,-0.2,2,-5,-17,-1,0,-10
O=C(NC(O)C(=O)c1ccc(F)cc1)c1ccc(F)cc1 (centres undefined),41,0.7,25,-2,3,-3,-3,1
O=C1CCCN1CC(O)CS(=O)(=O)Cc1ccccc1Cl (centres undefined),-4,-1.1,-5,-4,11,-2,-3,-10
O=C(CCn1c(=O)sc2ccccc21)NC1CCCCC1,8,-2.1,-3,-6,-3,1,-7,10
CCN(c1ccccc1)S(=O)(=O)c1ccc(OC)c(NC(=O)C2CCC2)c1,6,-0.2,6,-11,4,1,-6,-5
Oc1c(C=C2N=c3ccccc3=N2)sc(=S)n1-c1ccc(F)cc1,7&7,16&22,12&9,-9&-3,-10&-20,9&5,0&0,12&10
C=CCNC(=O)CC(=O)N/N=C/c1ccc(C(=O)OC)cc1,-3,-0.7,-8,-8,-7,-1,-1,-2
CCC(=O)Nc1ccc(Br)c(Cl)c1,-10,3.3,-2,-3,-1,2,-2,5
Cc1ccc(Cn2c(=N)c(C(=O)NCCN3CCOCC3)cc3c(=O)n4ccccc4nc32)cc1,24,-1.9,5,2,7,0,0,22
CCn1c(SCC(=O)NC(=O)NC(C)(C)C)nc2ccccc21,3,2.0,7,-2,-1,0,2,1
COc1ccc(OC)c(C2=C[N+](=O)C(C)(C)C(C)(C)N2[O-])c1,-6,-1.5,-6,-8,8,-2,-5,4
Cc1cccc(Nc2nc(N)nc(CN3CCN(c4ccccc4)CC3)n2)c1,9,-3.3,6,-4,7,0,-5,1
Cc1cc(=O)[nH]c2c1cnn2C(C)c1ccccc1 (centres undefined),-7,-1.4,-8,-3,2,-2,1,1
CCc1nc(SCC(=O)c2ccccc2)c2c(=O)n(C)c(=O)n(C)c2n1,-7,5.5,-7,1,6,1,4,23
COc1cc(/C=C/[N+](=O)[O-])ccc1OC(=O)c1cc2ccccc2oc1=O,29,7.8,76*,0,-8,5,-6,14
Cc1cc(NC(=O)CSc2cn(CCNC(=O)c3ccccc3)c3ccccc23)no1,12,0.0,2,-10,-4,-1,-4,0
CCN(c1ccc(OC)cc1)S(=O)(=O)c1nnc(NC(=O)COc2ccc(C)cc2)s1,18,2.7,5,7,-5,5,6,-7
Cc1cccc(-n2nnnc2SCn2nnc3ccccc3c2=O)c1,9,1.2,-5,-10,-4,-1,0,-7
c1ccc(-n2nnnc2-n2ccnc2)cc1,-2,0.3,0,2,10,-2,-4,-15
Cc1cc(C)cc(N2CN=C3SCC(=O)N3C2)c1,6,1.6,-1,-1,8,-9,2,-1
Cc1ccc(/C(COc2ccccc2O)=N\O)cc1,-3,1.1,-5,0,-8,2,2,4
C=CCn1c(Cc2ccccc2)n[nH]c1=S,-2,0.5,-11,28,-11,-2,-1,2
O=C(Cn1cnc(Cl)c1Cl)c1ccc(F)cc1,0,3.0,-2,-3,-2,1,-1,-4
CC(C)CN(CC(C)C)C(=O)CC(=O)NC(=O)c1ccc(Cl)cc1,-2,-7.0,-2,1,2,-2,-11,4
COc1ccc(C2N(Cc3ccccc3)CC(=O)N2/N=C(\C)c2ccccc2)cc1 (centres undefined),18,-1.7,16,1,8,0,1,-27
CCc1ccc(C(=O)COC(=O)c2cccc(N3C(=O)c4c(C)nc5ccccc5c4C3=O)c2)cc1,10,2.3,0,-7,-12,0,-5,-9
CC(C)(C)NC(=O)c1cc2c(ccc3ccccc32)oc1=O,7,0.1,-1,3,-16,1,-6,22
O=C1C2C(c3ccccc3)C=CC(c3ccccc3)C2C(=O)N1CCO (centres undefined),20,-0.2,12,-2,0,-1,-8,-1
CCOC(=O)/C(=N\Nc1ncnc2ccccc12)c1ccc(OC)cc1,26,1.3,0,-13,-2,-4,0,-67
Cc1cccc(NC(=O)CSc2nnc(-c3ccc(S(=O)(=O)N4CCOCC4)cc3)n2C)c1,10,-2.4,0,-4,-5,-1,0,7
O=C(NCc1ccco1)C1CC(c2ccc(F)cc2)=NO1 (centres undefined),-4,-0.3,-6,-4,6,0,0,-7
COc1ccc(OC)c(NC(=O)CNC(=O)Cn2cnc3sc(C)cc3c2=O)c1,6,0.3,-11,5,-6,0,1,47
O=C(NC1CCCCC1)C(c1ccc(F)cc1)N(Cc1ccco1)C(=O)c1csnn1 (centres undefined),3,-1.2,10,-6,-3,-1,-3,26
Cc1nc(NCC2CCCO2)c2oc3ccccc3c2n1 (centres undefined),9,0.4,1,-4,-10,-2,0,7
# (list continues)
SMILES,CCR6 antag,MPTP inh,CXCR6 inh,APOBEC3G inh,EBI2 antag,NR3A LBD binder,A3A deaminase,Gli-Sufu block
COc1ccc(N2CCN(C(=O)COC(=O)CNC(=O)c3ccc(Cl)cc3Cl)CC2)cc1,-5,-0.8,-5,-6,-6,2,-5,-7
COc1ccc(CCN2CC(C(=O)NCC(=O)Nc3ccc(F)c(F)c3)CC2=O)cc1OC (centres undefined),11,-0.2,4,-14,-3,1,-4,-5
COc1cc(CN2CCC(C(=O)NC3CCCC3)CC2)ccc1O,-11,0.8,1,-5,1,2,-3,13
Cn1c(SCC(=O)NCC2CCCO2)ncc(C(=O)Nc2ccc(Cl)cc2)c1=O (centres undefined),16,-0.9,16,-7,4,-2,3,-17
Cc1cc(C)nc(Nc2n[nH]c(-c3ccc(N)cc3)n2)n1,-12,-0.9,-6,1,-6,-3,1,-88
O=C(COC(=O)/C=C/c1ccc(Br)o1)Nc1cccc(S(=O)(=O)N2CCOCC2)c1,20,-1.3,0,13,13,-6,17,-2
O=C(Nc1cccnc1Cl)c1cc(-c2ccc(O)cc2)on1,20,-1.0,2,3,9,5,2,-7
COC(=O)c1ccc(-c2ccco2)n1Cc1cccc(C)c1,20,1.1,6,1,14,3,0,3
NC(=O)CC(NC(=O)c1ccccc1)c1ccc(NC2CCC2)c([N+](=O)[O-])c1 (centres undefined),22,-1.1,11,5,-4,-2,2,32
CCOc1cc(C(=O)O/N=C(\N)c2ccccn2)cc(OCC)c1OCC,-17,0.2,-16,-8,-1,-1,-8,-16
CCn1c(=O)n(CCOC)c(=O)c2c3c(sc21)CCCC3,5,1.1,2,-1,2,-2,1,-3
O=C(COc1ccccc1Cl)Nc1ccccc1C(=O)N1CCOCC1,7,-0.1,6,-3,-1,4,1,-20
N[C@@H](Cc1ccc(O)cc1)c1nnc([C@H](CC(=O)O)NC(=O)C2CCNCC2)o1,-6,-0.1,-7,1,-30,0,3,0
Cc1ccc(SCCNC(=O)c2ccc(C)c(S(=O)(=O)Nc3cccc(C)c3)c2)cc1,17,17,14,4,42,7,6,-19
CCc1ccc(C2CC(c3ccccc3)n3ncnc3N2)cc1 (centres undefined),24,-1.4,-1,-11,-2,-1,-3,4

# Sorted by the number under EBI2 antag (falling): 3 from the list above
structure | CCR6 antag | MPTP inh | CXCR6 inh | APOBEC3G inh | EBI2 antag | NR3A LBD binder | A3A deaminase
CCn1c(=O)n(CCOC)c(=O)c2c3c(sc21)CCCC3 | 5 | 1.1 | 2 | -1 | 2 | -2 | 1
CCc1ccc(C2CC(c3ccccc3)n3ncnc3N2)cc1 (centres undefined) | 24 | -1.4 | -1 | -11 | -2 | -1 | -3
N[C@@H](Cc1ccc(O)cc1)c1nnc([C@H](CC(=O)O)NC(=O)C2CCNCC2)o1 | -6 | -0.1 | -7 | 1 | -30 | 0 | 3

# (list continues)
SMILES,CCR6 antag,MPTP inh,CXCR6 inh,APOBEC3G inh,EBI2 antag,NR3A LBD binder,A3A deaminase,Gli-Sufu block
O=C(COc1ccc(S(=O)(=O)N2CCCC2)cc1)Nc1ccc(F)cc1,6,0.8,-2,-12,-9,1,-4,-13
Cc1cc(C)nc(/N=C(\N)Nc2ccccc2-c2ccccc2)n1,2,0.1,5,-4,4,-1,0,60*
C/C(=N/OC(=O)c1ccccc1Br)c1ccc(C)cc1,19,0.3,15,5,12,1,5,9
O=C(Nc1nccs1)c1ccc2ccccc2n1,21,-1.5,27,-5,-6,1,0,-28
CCOC(=O)N1CCC(NC(=O)C2CCN(S(=O)(=O)c3ccc4c(c3)oc(=O)n4C)CC2)CC1,0,-2.6,0,-16,-5,-2,-7,3
Cc1ccc(C)c(OCc2ccc(C(=O)NN)o2)c1,14,0.7,-14,0,-11,0,1,8
Cc1nnc2sc(-c3ccco3)nn12,-10,-0.9,4,-3,-4,0,2,-1
Cc1cccc(C=Nc2ccccc2C(N)=O)c1,3,-1.3,4,-5,4,-15,-1,43
COC(=O)Cn1cc(C(=O)C(F)(F)F)c2ccccc21,4,-0.2,4,2,-4,-1,6,-20

# Screens: PubChem, Sanford-Burnham Center for Chemical Genomics
